Shn3 3UTR inh = reduction of Shn3 3'UTR firefly luciferase signal, primary screen, Schnurri-3 inhibitor project, cell-based, Clone20 osteoblasts, set 2; AID 588674, 2011; inhibition, % at 12.5 µM; 360,000 tested, 0.52% active; Clone20 osteoblast Shn3 3'UTR firefly luciferase, 24 h;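 active = mean inhibition of at least 75% with every replicate also reaching 75%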;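 note: 0% = median of neutral control wells and 100% = pilot-screen positive control compound; some compounds past the cut are filed as inactive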
CF NFkB block = inhibitors of PAF-induced NF-kB signaling, primary screen, cell-based, GFP fluorescence, uHTS | inhibition, % at 5 µM | KKLEB NF-kB-GFP reporter, GFP fluorescence overnight | 360,000 tested, 0.86% active;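 active = at least 50% inhibition at 5 µM, scaled per plate between neutral and stimulator controls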;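 note: PAF is a Pseudomonas aeruginosa culture filtrate used as stimulus; plate controls were PAF-stimulated DMSO wells for no effect and unstimulated DMSO wells for full effect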
HIF-2a inh = HIF-2a reporter inhibitors, primary screen, luminescence, 786-0 RCC cells. 786-0 RCC cells HIF-2a reporter, luciferase luminescence, overnight. inhibition, % at 18.8 µM. 360,000 tested, 0.72% active;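 active = inhibition of the luminescence signal of 40% or more relative to plate controls, in a single-dose primary screen at 18.75 µM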
MITF TRPM1 inh = inhibitors of MITF-dependent TRPM1 promoter reporter, primary screen, cell-based, SK-MEL-5, single point, luciferase. SK-MEL-5 TRPM1 promoter luciferase, 24 h. inhibition, % at 12.5 µM. 330,000 tested, 0.83% active;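 active = mean inhibition across replicates of 60% or more, whatever share of single replicates reaches that level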; note: values of inactives mirror those of a sister screen read the other way
Peg3 promoter = Peg3 promoter-driven luciferase inhibitors, primary screen, cell-based, HeLa, luciferase luminescence; HeLa PEG-Prom luciferase reporter, overnight; inhibition, % at 20 µM; 360,000 tested, 1.7% active; AID 588405, 2011;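 active = inhibition of at least 50% at 20 µM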
NR2E3 ag-1 = inhibitors of NR2E3-RetCOR corepressor binding, primary screen, NR2E3 agonist project, biochemical, TR-FRET, GST-NR2E3, biotin-RetCOR. AID 2300, 2010. inhibition of corepressor binding, % at 4.78 µM. 1536-well. Photoreceptor-specific nuclear receptor (Homo sapiens), Q9Y5X4. 320,000 tested, 0.12% active;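 active = percent inhibition above the cutoff of mean plus 3 SD of all tested compounds, set per screening campaign, cut at about 20% in these data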;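 note: 0% = DMSO wells and 100% = biotin wells as full block of FRET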
Target sequence (Q9Y5X4 whole entry, looked up): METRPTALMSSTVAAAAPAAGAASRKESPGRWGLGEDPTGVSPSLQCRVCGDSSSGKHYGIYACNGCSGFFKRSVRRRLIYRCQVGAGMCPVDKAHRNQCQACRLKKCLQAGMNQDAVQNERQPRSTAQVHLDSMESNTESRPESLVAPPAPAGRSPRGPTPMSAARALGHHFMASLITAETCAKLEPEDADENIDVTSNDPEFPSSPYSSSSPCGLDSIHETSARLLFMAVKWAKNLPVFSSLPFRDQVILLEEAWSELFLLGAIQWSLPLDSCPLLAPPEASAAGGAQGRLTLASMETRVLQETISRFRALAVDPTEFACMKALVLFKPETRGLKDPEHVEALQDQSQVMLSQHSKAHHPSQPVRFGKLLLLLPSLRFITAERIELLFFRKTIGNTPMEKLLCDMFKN
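Test system: GST-NR2E3 and biotin-RetCOR proteins | Quantity: 1.35 nM GST-tagged NR2E3 final | Medium: Tris pH 7.5 | Also added: 7 nM biotin-RetCOR | Dosing: Compound at 4.8 µM, single dose | Timing: 5 h at 4 °C | Detection: Time-resolved FRET | Read-out basis: Percent inhibition | Benchmarks: Biotin wells as high control, 0.6% DMSO wells as low control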
C8 TRAIL sens = viability loss with TRAIL in NB7+C8 cells, primary screen, TRAIL sensitizer project, cell-based, ATPlite luminescence | 360,000 tested, 1% active | inhibition (viability loss, TRAIL sensitization), % at 10 µM;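 active = compounds causing at least 50% loss of cell viability in the single-dose screen, relative to plate controls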
KKLEB tox = cytotoxicity in KKLEB CF airway cells, primary screen, cytotoxicity control for CF NF-kB inhibitor project, cell-based, uHTS, fluorescence assay plates; 360,000 tested, 0.36% active; KKLEB CF airway cells viability, ATPlite luminescence, overnight; hits give low values; cells stimulated with P. aeruginosa culture filtrate; activity change (cytotoxicity), % at 5 µM;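 active = corrected activity change at or below -50% at 5 µM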
EBV LMP1 NFkB = EBV LMP1-driven NF-kappaB luciferase reporter inhibitors, primary screen, cell-based, luminescence, single point; AID 504558, 2011; 350,000 tested, 0.69% active; LMP1-induced NF-kappaB luciferase reporter cells; inhibition, % at 12.5 µM; in the data active = inhibition above about 41%;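 note: 0% = neutral control wells and 100% = reference inhibitor control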
NR2E3 ag-2 = NR2E3 agonists in two-hybrid cells, primary screen, cell-based, luminescence, CHO-S, Gal4-NCOR/VP16-NR2E3 | inhibition of corepressor binding, % at 3.98 µM | Photoreceptor-specific nuclear receptor (Homo sapiens), Q9Y5X4 | AID 602229, 2012 | luciferase | 360,000 tested, 0.35% active;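 active = inhibition above the mean of all tested compounds plus 3 SD, cut at about 70% in these data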;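 note: 0% = DMSO with NR2E3 transfected cells and 100% = cells lacking NR2E3 construct; higher means lower luciferase signal from less NR2E3 corepressor binding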
iPSC survival up = enhancers of single-cell hiPSC survival, primary screen, ATPlite luminescence; 100% = ROCK inhibitor wells, 0% = DMSO; survival enhancement, % at 20 µM; AID 602274, 2012; 360,000 tested, 0.044% active; in the data active = survival enhancement above about 18%;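 note: cells exposed to compounds for 16 hours before the ATP read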
* = called active by the depositor; x = not tested or not shown. An excerpt. The share of hits here may be higher or lower than overall.

Sample of the layout, 3 compounds:
item	Compound	Shn3 3UTR inh	CF NFkB block	HIF-2a inh	MITF TRPM1 inh	Peg3 promoter	NR2E3 ag-1
1	CC(NC(=O)CCCCCN1C(=O)c2ccccc2C1=O)c1ccc2c(c1)CCCC2 (configuration not stated)	-10	2	6	5	7	1
2	O=Cc1c[nH]c2cccc(OCc3ccccc3)c12	-29	49	-115	-30	-47	x
3	C[C@@H]1CCCCO[C@@H](CN(C)C(=O)Nc2ccc3c(c2)OCO3)[C@@H](C)CN([C@H](C)CO)C(=O)c2cc(N(C)C)ccc2O1	-7	-8	14	x	5	x

item	C8 TRAIL sens	KKLEB tox	EBV LMP1 NFkB	NR2E3 ag-2	iPSC survival up
1	18	-13	-7	-1	2.2
2	2	-10	-17	-27	-0.5
3	-1	1	-2	-15	-0.5

The listing, from the first entry:
item	Compound	Shn3 3UTR inh	CF NFkB block	HIF-2a inh	MITF TRPM1 inh	Peg3 promoter	NR2E3 ag-1
1	CC(NC(=O)CCCCCN1C(=O)c2ccccc2C1=O)c1ccc2c(c1)CCCC2 (configuration not stated)	-10	2	6	5	7	1
2	O=Cc1c[nH]c2cccc(OCc3ccccc3)c12	-29	49	-115	-30	-47	x
3	C[C@@H]1CCCCO[C@@H](CN(C)C(=O)Nc2ccc3c(c2)OCO3)[C@@H](C)CN([C@H](C)CO)C(=O)c2cc(N(C)C)ccc2O1	-7	-8	14	x	5	x
4	CN(CC(O)COc1ccccc1F)C1CCCCC1 (configuration not stated)	11	0	16	-1	14	0
5	CCOC(=O)c1sc(=S)n(-c2cccc(OC)c2)c1N	1	-8	-13	4	-2	4
6	CN1C=CC(=CC=C2C=CC(=O)C=C2)C=C1	-3	-6	14	-3	0	-4
7	O=C(CNC(=O)Cn1ccc2ccccc2c1=O)NCCCN1CCN(c2cccc(Cl)c2)CC1	4	8	10	0	9	3
8	Cc1onc(-c2ccccc2)c1C(=O)N(C)CCc1ccccn1	-3	2	15	8	5	1
9	O=C(O)CCC(=O)Nc1ccccc1C(=O)NC1CCCCC1	5	-1	3	5	-8	-2
10	CCn1c(SCC(=O)NCCc2ccccc2)nc2c(c1=O)SC(C)C2 (configuration not stated)	9	3	0	-2	6	-3
11	O=C(c1ccccc1)n1ccc(-c2cnc(-c3ccccc3)s2)n1	-9	-7	-138	-36	-147	2
12	CSCCNC(=O)c1ccc(C(C)(C)C)cc1	-109	5	-223	-59	-151	0
13	CC(C)Cc1nnc(NC(=O)CN2C(=O)C3CCCCC3C2=O)s1 (configuration not stated)	-17	18	11	-2	3	-3
14	O=[N+]([O-])c1ccccc1/C=C/C=N/N1CCCCC1	-90	-8	-282	-65	-224	1
15	O=C(Nc1cccc(Oc2ccccc2)c1)C1Cc2c(-c3cccc(F)c3)ccnc2O1 (configuration not stated)	10	4	7	x	11	x

item	C8 TRAIL sens	KKLEB tox	EBV LMP1 NFkB	NR2E3 ag-2	iPSC survival up
1	18	-13	-7	-1	2.2
2	2	-10	-17	-27	-0.5
3	-1	1	-2	-15	-0.5
4	-7	-11	-4	12	1.2
5	-15	2	3	-8	-2.2
6	-5	4	2	-34	-0.7
7	-4	-3	-5	15	2.0
8	-4	14	4	-17	0.9
9	-8	-1	5	-12	4.0
10	20	-12	7	-21	1.2
11	48	-9	16	-130	-4.8
12	20	-10	-10	-126	-1.6
13	26	6	3	-22	0.4
14	12	3	-37	-105	0.4
15	-5	-7	x	-6	2.1

(more compounds)
item	Compound	Shn3 3UTR inh	CF NFkB block	HIF-2a inh	MITF TRPM1 inh	Peg3 promoter	NR2E3 ag-1
16	CNC(=S)NNC(=O)COc1cccc(C)c1C	2	10	-5	-6	-3	1
17	O=C(CS(=O)(=O)Cc1ccccc1)Nc1ncccn1	7	-10	15	7	4	0
18	CCOC(Cn1cc(C)c(=O)[nH]c1=O)OCC	-4	-14	8	1	2	2
19	CCCC(OC(=O)CN1C(=O)COc2ccccc21)C(=O)NC1CCCC1 (configuration not stated)	-6	2	18	9	23	5
20	COc1cc(S(=O)(=O)N(C)C)ccc1F	-42	12	-170	4	-175	0
21	CC(=O)c1ccc(N2CCN(C(=O)c3ccc(OCc4c(C)noc4C)cc3)CC2)cc1	4	-21	-4	7	1	2
22	CCOc1ccc(NC(=S)Nc2cc(-c3ccccc3)[nH]n2)cc1	-12	-21	-100	1	-27	0
23	O=C(COC(=O)c1cc([N+](=O)[O-])ccc1N1CCOCC1)NCc1ccc(F)cc1	-12	4	4	0	18	0
24	CC(C)n1cc(/C(N)=N/O)c(=O)n(Cc2ccccc2)c1=O	x	-9	14	x	-3	2
25	CCOC(=O)/N=C(/NC(=O)Nc1ccc(C(=O)OCC)cc1)OC	-8	-3	-11	5	14	-3
26	CC(=O)c1cccc(NC(=O)c2cccc3ccccc23)c1	14	-15	-18	-3	-20	2
27	NC(=O)C1CCCCc2c1[nH]c1ccc(Cl)cc21 (configuration not stated)	-12	-8	17	8	17	x
28	COc1ccc2c(c1)c1ncn(CCN3CCCCC3)c(=O)c1n2C	-6	-10	-20	-19	14	0
29	Cc1ccccc1CC1(CO)CCCN(C(=O)c2cc(Cl)ccc2F)C1 (configuration not stated)	6	22	12	-26	3	5
30	CN(C)C(CNC(=O)CCNC(=O)c1ccc(Cl)cc1)c1ccco1 (configuration not stated)	-15	-9	8	-4	-10	-1

item	C8 TRAIL sens	KKLEB tox	EBV LMP1 NFkB	NR2E3 ag-2	iPSC survival up
16	-7	5	-7	-16	6.4
17	7	4	-3	-13	12
18	-1	-3	7	-9	0.5
19	-9	8	2	-16	5.6
20	-7	-2	-4	15	7.7
21	-16	-1	13	-3	11
22	-2	15	-2	-4	-0.4
23	6	-1	4	-10	-0.3
24	0	7	x	-14	0.8
25	-3	8	-6	9	2.9
26	18	-10	-1	-18	0.1
27	6	0	-8	10	-0.4
28	-13	5	-5	0	-0.2
29	2	-7	1	-14	2.7
30	-12	13	0	-4	-0.4

Fetched by compound from the entries so far, 3 records:
item	Compound	Shn3 3UTR inh	CF NFkB block	HIF-2a inh	MITF TRPM1 inh	Peg3 promoter	NR2E3 ag-1
24	CC(C)n1cc(/C(N)=N/O)c(=O)n(Cc2ccccc2)c1=O	x	-9	14	x	-3	2
23	O=C(COC(=O)c1cc([N+](=O)[O-])ccc1N1CCOCC1)NCc1ccc(F)cc1	-12	4	4	0	18	0
20	COc1cc(S(=O)(=O)N(C)C)ccc1F	-42	12	-170	4	-175	0

item	C8 TRAIL sens	KKLEB tox	EBV LMP1 NFkB	NR2E3 ag-2	iPSC survival up
24	0	7	x	-14	0.8
23	6	-1	4	-10	-0.3
20	-7	-2	-4	15	7.7

New compounds follow.
item	Compound	Shn3 3UTR inh	CF NFkB block	HIF-2a inh	MITF TRPM1 inh	Peg3 promoter	NR2E3 ag-1
31	Cc1ccc(S(=O)(=O)NC(C)C(c2cccs2)N2CCOCC2)cc1 (configuration not stated)	-9	-10	12	x	14	1
32	COc1ccc(C(=O)NNC(=O)c2cc3cc(OC)ccc3oc2=O)cc1	-5	8	6	-3	-3	-2
33	Cc1onc(-c2ccccc2Cl)c1C(=O)N1CCCCC1	4	4	-11	-9	1	2
34	Cc1cccc(-c2noc(C(C)NC(=O)c3ccco3)n2)c1 (configuration not stated)	8	-10	-6	0	3	-3
35	CC1CCCC(NC(=O)CSc2nncs2)C1C (configuration not stated)	7	-8	9	4	5	6
36	COc1ccc(NC(=O)CSc2nccn2Cc2ccco2)c(OC)c1	-7	-5	-99	-21	-98	-1
37	O=C(NC(Cc1ccccc1)C(=O)O)/C(=C/c1ccccc1)NC(=O)c1ccccc1 (configuration not stated)	-3	6	21	-10	17	-2
38	CC(C)Oc1ccc(S(=O)(=O)N2CCOCC2)cc1NC(=O)CC1OC(=O)c2ccccc21 (configuration not stated)	8	7	8	-15	18	3
39	O=C1CN(C(=O)COC(=O)COc2ccccc2)c2ccccc2N1	2	-4	14	-1	6	x
40	Cc1noc(NS(=O)(=O)c2ccc(N/C=C/C(=O)c3ccc4c(c3)OCO4)cc2)c1C	-17	9	-15	-3	-3	0
41	COc1ccccc1NC(=O)Cc1cccs1	-3	-12	2	2	11	0
42	COCCCn1c(SC(C)C(=O)Nc2c(C)n(C)n(-c3ccccc3)c2=O)n[nH]c1=O (configuration not stated)	-10	8	11	5	8	x
43	O=c1cc(-c2ccc(O)cc2)oc2ccc(O)cc12	-92	-62	-296	-82	-317	-1
44	COc1ccc(C(=O)NC(C(=O)NCC(=O)Nc2c(C)cccc2C)C(C)C)cc1 (configuration not stated)	-36	5	19	-1	11	-1
45	CN(C)S(=O)(=O)c1ccc(Cl)c(NC(=O)CN2C(=O)NC3(CCc4ccccc43)C2=O)c1 (configuration not stated)	0	-5	6	-3	-8	4

item	C8 TRAIL sens	KKLEB tox	EBV LMP1 NFkB	NR2E3 ag-2	iPSC survival up
31	7	12	-5	-7	-0.9
32	-21	-3	1	22	0.3
33	6	3	-2	8	0.0
34	-2	4	-1	-8	1.1
35	3	23	-2	-1	0.3
36	1	-1	-7	-38	-0.5
37	8	-1	-1	-1	-1.5
38	-6	-21	5	-27	-0.2
39	-25	9	-7	-5	-0.3
40	-19	-10	-3	-98	-1.8
41	-8	7	-3	-44	1.5
42	-5	11	-9	-17	-0.4
43	6	0	-10	-87	-0.6
44	-8	-8	-4	3	3.1
45	11	20	-4	-18	-1.1

New compounds follow.
item	Compound	Shn3 3UTR inh	CF NFkB block	HIF-2a inh	MITF TRPM1 inh	Peg3 promoter	NR2E3 ag-1
46	Oc1ccccc1Nc1nc(NCc2ccccc2)c2ccccc2n1	89*	2	-24	3	19	5
47	CC(Sc1nnc(Cc2cccs2)n1C1CCCCC1)C(=O)NCc1ccco1 (configuration not stated)	-26	-7	18	12	12	-1
48	N#C/C(=C\c1cn[nH]c1-c1ccc(Cl)cc1)C(=O)NC1CC1	-11	0	9	2	17	2
49	Cc1ccc2cc(CN(CC3CCCO3)C(=O)c3cccs3)c(=O)[nH]c2c1 (configuration not stated)	-63	0	8	5	14	2
50	O=C(O)c1ccc(/C=C2/SC(=S)N(Cc3ccccc3)C2=O)cc1	-5	-1	16	-5	4	x

item	C8 TRAIL sens	KKLEB tox	EBV LMP1 NFkB	NR2E3 ag-2	iPSC survival up
46	-3	-31	4	7	-2.9
47	-4	2	-3	12	-2.3
48	-4	-14	2	-4	-1.0
49	-4	-8	7	-29	0.6
50	-4	-3	1	5	-0.5
